HKDC1 inh: blocks human hexokinase HKDC1 activity; Q2TB90; recombinant HKDC1, G6PDH/diaphorase resazurin coupled fluorescence; inhibition, % at 20 µM; 0.16% of 340,000 active;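 active = inhibition above about 35% when tested at 20 µM, limit read from the data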;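 also: plate controls were DMSO wells with enzyme for no effect and DMSO wells lacking enzyme for full effect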
Target sequence (Q2TB90 whole entry, looked up): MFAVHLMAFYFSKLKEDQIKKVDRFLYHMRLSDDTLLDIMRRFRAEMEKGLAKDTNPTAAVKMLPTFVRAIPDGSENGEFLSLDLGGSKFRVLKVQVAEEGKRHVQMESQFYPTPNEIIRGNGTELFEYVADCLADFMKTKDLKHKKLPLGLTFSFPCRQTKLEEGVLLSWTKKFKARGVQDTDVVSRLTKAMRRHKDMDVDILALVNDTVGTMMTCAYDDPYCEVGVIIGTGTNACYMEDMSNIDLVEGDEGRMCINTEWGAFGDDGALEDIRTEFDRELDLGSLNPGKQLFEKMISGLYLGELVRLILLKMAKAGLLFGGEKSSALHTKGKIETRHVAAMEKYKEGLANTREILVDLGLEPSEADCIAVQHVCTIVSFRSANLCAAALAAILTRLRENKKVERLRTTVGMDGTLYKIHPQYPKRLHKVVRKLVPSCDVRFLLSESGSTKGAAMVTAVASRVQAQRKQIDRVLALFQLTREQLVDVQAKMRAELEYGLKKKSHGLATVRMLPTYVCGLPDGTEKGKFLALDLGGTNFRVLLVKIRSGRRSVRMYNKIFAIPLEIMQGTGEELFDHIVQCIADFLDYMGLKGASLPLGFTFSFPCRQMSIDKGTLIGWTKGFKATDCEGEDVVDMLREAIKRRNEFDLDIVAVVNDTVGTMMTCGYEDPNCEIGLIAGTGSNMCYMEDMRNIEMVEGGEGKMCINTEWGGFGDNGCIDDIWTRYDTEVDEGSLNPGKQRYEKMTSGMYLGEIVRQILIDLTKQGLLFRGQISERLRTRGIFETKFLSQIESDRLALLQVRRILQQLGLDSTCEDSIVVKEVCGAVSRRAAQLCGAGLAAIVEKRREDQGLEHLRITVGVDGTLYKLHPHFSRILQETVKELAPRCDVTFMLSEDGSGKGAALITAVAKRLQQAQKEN
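Assay system: in-house recombinant HK5 (HKDC1) enzyme. Input: HKDC1 at 5 µg/mL. Medium: Tris pH 8.0 buffer with MgCl2, Tween-20, BSA, BME. Dosing: single 20 µM dose. Schedule: 90 min reaction incubation at room temperature, dark. Signal: resazurin-to-resorufin fluorescence via G6PDH and diaphorase coupling, 525/613 nm. Controls: DMSO-enzyme wells negative, buffer-substituted wells positive.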
PfG6PD inh: PfG6PD (Plasmodium falciparum) enzyme inhibition. inhibition, % at 20 µM. PfGluPho enzyme, NADPH resazurin-diaphorase fluorescence. 0.78% of 350,000 active;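 active = inhibition reaching at least a set limit at 20 µM in the primary screen, cut at about 59% in these data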;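 also: 0% = DMSO wells with substrate and 100% = DMSO wells lacking glucose-6-phosphate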
SENP1 FRET inh: blocks the human SENP1 SUMO protease catalytic domain; Q9P0U3; recombinant SENP1 catalytic domain, CyPet-SUMO1-YPet FRET cleavage; 0.21% of 360,000 active; inhibition, % at 10 µM;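 active = inhibition at least 30% at 10 µM, raw YFP signal under a set limit, fluorescence ratio 0.5 to 1.5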;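 also: 0% = enzyme with DMSO and 100% = no enzyme wells; some results filed as inactive read as strong as hits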
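Test system: hSENP1 catalytic domain, recombinant; Amount: 20 pM final SENP1 enzyme; Medium: Tris pH 8 buffer plus EDTA, NaCl, BME, BSA, NP40, catalase; Schedule: 50 min enzyme reaction, room temperature, light-protected; Technique: FRET fluorescence in CFP and YFP emission channels; Controls: no-enzyme wells low, DMSO-plus-enzyme wells high control.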
SENP7 inh: SENP7 protease inhibition. Q9BQF6. recombinant SENP7, Z-RLRGG-aminoluciferin luminescence, 40 min. inhibition, % at 5 µM. 1.5% of 330,000 active. AID 434973;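 active = inhibition above about 50% at the single test dose, limit read from the data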;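 also: plate controls were DMSO with enzyme for no effect and no enzyme buffer wells for full effect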
SENP8 block-1: SENP8 protease inhibition | Q96LD8 | purified SENP8, Z-RLRGG-aminoluciferin cleavage, luminescence | inhibition, % at 10 µM | 1.2% of 330,000 active | AID 2540; in the data active = inhibition above about 50%
SENP8 block-2: SENP8 (human) protease inhibition; Q96LD8; recombinant SENP8, Nedd8 substrate fluorescence; inhibition, % at 20 µM; 0.64% of 360,000 active; AID 602440; in the data active = inhibition mostly above about 40%, no sharp cut-off; inactive = mostly below about 27%
Apaf-1 inh: blocks human Apaf-1 apoptosome activity; AID 489030; reconstituted apoptosome caspase-3 activity, DEVD-Rh110 fluorescence; 0.71% of 330,000 active; O14727; inhibition, % at 20 µM; active = inhibition of at least 40% at 20 µM;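 also: plate controls were DMSO wells for no effect and DEVD-CHO caspase inhibitor wells for full effect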
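Material: cell-free apoptosome with Apaf-1, procaspase-3 and caspase-9; Buffer or medium: Hepes pH 7.5 with detergent and BSA; Reagent: cytochrome c trigger plus (Z-DEVD)2-Rh110 caspase-3 substrate; Times: compound with Apaf-1, dATP, procaspase-3 30 min, then 50 min reaction, room temperature; Technique: Rh110 fluorescence intensity.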
SENP6 inh: inhibitors of human SENP6 protease | 1.8% of 330,000 active | inhibition, % at 10 µM | Recombinant SENP6 catalytic domain, aminoluciferin luminescence | Q9GZR1;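 active = inhibition above about 50% at the single tested dose, limit read from the data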;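 also: plate controls were DMSO wells with enzyme for no effect and DMSO wells lacking enzyme for full effect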
* hit, by the source's call; i = inactive; nt = not tested or not shown.

Values run as follows: HKDC1 inh	PfG6PD inh	SENP1 FRET inh	SENP7 inh	SENP8 block-1	SENP8 block-2	Apaf-1 inh	SENP6 inh
- COc1cc(C(=O)NCc2ccc(F)cc2)cc(Cl)c1OC
    -17	9	1	0	2	19	6	-21
- CN1C(=O)OC(C)(C)C1=O
    nt	nt	1	-4	-7	11	10	-4
- COCCN(C(=O)c1ccc(-c2ccc(Cl)cc2)o1)c1c(N)n(CC(C)C)c(=O)[nH]c1=O
    1	-3	-12	-6	-1	-142	0	4
- O=C(CNC(=O)c1ccc(N2C(=O)c3ccccc3C2=O)cc1)OCC(=O)c1ccccc1
    -13	6	-1	8	1	18	2	4
- COc1cc(CCCN2C(=S)NC[C@@H]2CCCCN)cc(OC)c1OC
    -5	3	1	3	-1	18	10	6
- O=C(CCc1ccccc1)NNC(=S)NCCc1ccccc1
    -5	-10	1	2	0	-2	-3	-5
- Cc1cn2c(-c3ccc(Cl)cc3)nnc2s1
    -2	-6	0	-5	-1	0	-4	-5
- O=C(Nc1ccc2c(c1)OCO2)c1cc(-c2cccnc2)nc2ccccc12
    5	49	-5	6	6	10	7	-10
- N#CCCCSc1nnnn1-c1cccc(Cl)c1
    -1	0	0	-3	2	15	-2	-4
- Cc1ccc(NC(=O)[C@H](NC(=O)[C@@H]2Cc3ccccc3CN2)c2ccccc2)cc1C
    -3	-22	-1	0	-1	9	17	-15
- CC12CN3CC(C)(CN(C1)C3c1ccc(Cl)cc1Cl)C2=O (stereo not drawn)
    -2	-1	0	-2	-6	13	-5	-6
- Fc1ccc(NC(=S)Nc2cccnc2)cc1
    -6	6	0	11	-3	-1	-1	-8
- Cc1ccc(S(=O)(=O)N2CCN(S(=O)(=O)c3ccccc3)C2)cc1
    10	23	2	nt	nt	10	nt	nt
- CC(=O)Nc1ccc(N/C(N)=N/c2nc(C)cc(C)n2)cc1
    -5	-15	1	-2	2	7	-6	-7
- CN(CC(=O)NCC1COc2ccccc2O1)S(=O)(=O)c1ccc(Cl)cc1 (stereo not drawn)
    -6	14	0	6	1	4	3	7
- O=C(CCS(=O)(=O)c1ccc(Br)cc1)NCCc1ccc(Cl)cc1
    -5	10	1	7	5	6	2	0
- O=C(NC(Cc1ccccc1)C(=O)O)/C(=C/c1ccc([N+](=O)[O-])cc1)NC(=O)c1ccco1 (stereo not drawn)
    5	7	20	-5	-10	7	9	-14
- Cc1ccc(NC(=S)N2C3CCCC2CC(NC(=O)C2CC2)C3)cc1C (stereo not drawn)
    0	-19	-2	8	3	9	-1	-6
- O=[N+]([O-])c1cccc(S(=O)(=O)Nc2nc3ccccc3nc2Nc2cccc(S(=O)(=O)N3CCCCC3)c2)c1
    -1	-23	1	nt	nt	16	nt	nt
- Cc1ccc(O)c(NC2=C(Cl)C(=O)N(Cc3ccccc3)C2=O)c1
    3	85*	3	nt	nt	21	nt	nt
- Cc1ccccc1NC(=O)COc1ccc2oc(=O)cc(C)c2c1
    -11	0	-1	0	2	-63	-2	-4
- Cc1cccn2c(=O)nc(SCC(=O)NCc3ccccc3Cl)nc12
    -1	-1	1	-5	0	-157	4	0
- Cc1cc(C)nc(SCC(=O)NC2CCCC2)n1
    -4	-2	0	2	7	12	-16	6
- Cc1ccc(S(=O)(=O)N2CCC(C(=O)OCc3c(C)noc3C)CC2)cc1C
    -5	3	3	1	3	26	15	-5
- O=C(N[C@@H](Cc1ccccc1)C(=O)NC1CCCCCC1)c1ccco1
    -7	4	-6	-9	-16	19	2	-9
- Cc1ccc(C)c(N(Cc2ccccc2F)S(C)(=O)=O)c1
    -2	10	-1	3	-2	13	-1	0
- C/C(=N\NC(=O)C1COc2ccccc2O1)c1ccc(C)o1 (stereo not drawn)
    -2	1	0	1	0	-4	5	1
- COc1ccc(C(CNC(=O)c2cc3c(s2)CCC(C)C3)N2CCCC2)cc1 (stereo not drawn)
    3	16	-11	5	1	-45	61*	-3
- O=C(Nc1ccccc1C(=O)Nc1nncs1)c1ccccc1
    3	-16	2	-4	-3	-22	-11	-4
- Cc1ccccc1N1C(=O)c2cc(S(N)(=O)=O)c(Cl)cc2NC1C (stereo not drawn)
    -5	17	0	1	5	-375	-8	-3
- Cc1nnc2c(NC3CCCCC3)nc3ccccc3n12
    0	4	-2	-3	8	-13	6	15
- CCCOC(=O)N[C@@H]1C(=O)N2C(C(=O)OCCC)=C(C)CS[C@H]12
    4	6	-1	-8	-12	11	13	-17
- COc1cc(CCC(=O)OCC(=O)N2CC(=O)Nc3ccccc32)cc(OC)c1OC
    -3	-7	0	4	2	9	-4	-14
- CC(OC(=O)c1cc2c(ccc3ccccc32)oc1=O)c1nc2ccccc2s1 (stereo not drawn)
    24	6	-116	10	5	-388	6	5
- O=c1oc(C2(O)CCCCC2)cc2ccc(Br)cc12
    2	3	2	-13	-13	-28	2	-21
- COc1ccc(CCNC(=O)C2CCCN(S(=O)(=O)c3ccc(F)cc3)C2)cc1 (stereo not drawn)
    -4	9	0	-5	-1	-2	5	-3
- Cc1ccc(NC(=O)c2onc(C)c2Cl)cc1
    -5	15	1	-8	-21	18	1	-7
- N/C(=N\OC(=O)COc1ccc2ccccc2c1)c1ccccn1
    -3	30	3	32	10	0	6	30
- CC(=O)NC(Cc1ccc(C)cc1)C(=O)NC1CCN(c2ncccc2[N+](=O)[O-])CC1 (stereo not drawn)
    -11	-9	-3	-6	-4	9	-3	-6
- O=S(=O)(O)c1ccc(SCc2ccccc2)nc1
    3	-8	0	5	10	13	-7	17

Complete entries from above. Values in the order: HKDC1 inh	PfG6PD inh	SENP1 FRET inh	SENP7 inh	SENP8 block-1	SENP8 block-2	Apaf-1 inh	SENP6 inh
`Cc1ccccc1NC(=O)COc1ccc2oc(=O)cc(C)c2c1` across the screens: -11	0	-1	0	2	-63	-2	-4
`CCCOC(=O)N[C@@H]1C(=O)N2C(C(=O)OCCC)=C(C)CS[C@H]12` across the screens: 4	6	-1	-8	-12	11	13	-17

Further entries
Values run as follows: HKDC1 inh	PfG6PD inh	SENP1 FRET inh	SENP7 inh	SENP8 block-1	SENP8 block-2	Apaf-1 inh	SENP6 inh
- Cc1ccc2nc(NC(=O)C3CCN(S(=O)(=O)c4cccc5nsnc45)CC3)sc2c1
    0	4	0	1	-7	16	5	-3
- CCOC(=O)N1N=C(C)CC1(O)c1ccccc1 (stereo not drawn)
    -11	7	4	-2	-2	13	-11	-2
- CC(=O)n1cc(N(C(=O)CCl)c2ccc(Cl)cc2)c2ccccc21
    58*	-1	3	0	4	17	13	-24
- N#Cc1c(-c2ccccc2)cc(-c2ccc3c(c2)OCO3)[nH]c1=O
    0	-20	-43	-6	6	i	7	3
- CC1(C)CC(=O)c2sc(NC(=O)C3CC3)nc2C1
    -7	1	2	-8	-10	-12	0	-11
- COc1ccc(NC(=O)C2CCN(S(=O)(=O)c3ccc4c(c3)CC(C)N4C(C)=O)CC2)c(OC)c1 (stereo not drawn)
    -2	-3	1	0	5	5	5	-4
- CCCc1nnc(NC(=O)CCC(=O)NC2CCCc3ccccc32)s1 (stereo not drawn)
    -5	-8	1	-3	-2	13	-5	1
- O=C1CN2C(=Nc3ccc(Cl)cc3C2c2ccccc2)CN1 (stereo not drawn)
    5	-10	2	7	-5	4	22	0
- O=C(c1ccc(S(=O)(=O)c2ccccc2)cc1)N1CCCCCC1
    12	-12	1	4	-5	16	1	-9
- COc1ccc(N2C(=O)CC(N3CCN(S(=O)(=O)c4c(C)cc(C)cc4C)CC3)C2=O)cc1 (stereo not drawn)
    -1	-5	4	-7	-9	5	9	-12
- O=C(Nc1ccccn1)c1cc2ccccc2cc1O
    7	67*	-27	52*	75*	3	20	77*
- c1ccc2c(c1)nc1n2C2(N3CCOCC3)CCCC2C1N1CCOCC1 (stereo not drawn)
    9	-10	-2	nt	nt	14	nt	nt
- CCN1CCCC1CNC(=O)Cn1cnc2ccc(S(=O)(=O)N3CCC(C)CC3)cc2c1=O (stereo not drawn)
    3	-7	1	11	4	17	-2	0
- C/C(=C\C(=O)c1ccc(Cl)cc1)Nc1ccc(N2CCOCC2)cc1
    8	17	6	-5	-20	32	-1	-7
- CNc1[nH]c(=O)[nH]c(=O)c1N=Nc1cc(Cl)ccc1Cl
    10	-30	-6	-8	-5	27	3	3
- CCOc1ccc(CN(C)C(=O)CCN2C(=O)c3ccccc3C2=O)cc1OC
    -6	12	-1	-7	-5	6	0	-19
- Cc1c(NC(=O)C(C)C)cccc1-c1nc2ncccc2o1
    4	-26	1	0	-9	0	-6	-29
- CC(C)C(=O)N1CCN(c2ccccc2NC(=O)c2ccc(C#N)cc2F)CC1
    -2	9	1	-3	3	22	-18	15
- COCCNC(=O)Cn1cnc2c(cnn2-c2ccc(C)cc2)c1=O
    1	-9	-2	-1	7	-1	-8	5
- C[C@H](CO)N1C[C@H](C)[C@@H](CN(C)C(=O)NC2CCCCC2)Oc2ccc(NS(=O)(=O)c3cn(C)cn3)cc2C1=O
    -7	27	2	-4	-12	8	8	-26
- CCN(C(=O)CSc1nc2ccc(O)cc2c(=O)n1-c1ccc(OC)c(OC)c1)C1CCS(=O)(=O)C1 (stereo not drawn)
    -1	23	-1	-3	-3	-86	-1	0
- Cc1ccccc1NC(=S)Nc1ccccn1
    -7	6	1	-9	-7	11	17	-17
- O=C(c1ccccn1)C1CCCN(Cc2nc(Cc3cccc(F)c3)no2)C1 (stereo not drawn)
    -4	2	2	-2	-10	6	-2	9
- CCOC(=O)CN1C(=O)S/C(=C/c2ccc(N3CCCCC3)o2)C1=O
    -4	12	51	1	4	22	1	-7
- CCN(C(=O)COC(=O)c1c(C)nsc1NC)c1ccccc1
    -1	-18	2	-13	-6	7	5	-4
- COc1cc(NC(=O)c2ccco2)c(OC)cc1NC(=O)CSc1nnc(-c2cccs2)n1C
    -9	15	5	1	-4	8	1	0
- O=S(=O)(Nc1nc2c(s1)CCCC2)c1ccc2ccccc2c1
    5	-27	2	7	4	23	6	-6
- Cc1ccc(OCc2nnc(SCC(=O)Nc3nccs3)n2-c2ccccc2)cc1C
    -1	-3	0	-6	-11	21	13	-19
- Cc1ccc(NC(=O)c2sc(N)nc2-c2ccccc2)cc1C
    6	3	0	8	-3	-48	14	-7
- CC(C)Oc1ccc(OCCn2c(=S)[nH]c3c(N)ncnc32)cc1
    -13	21	-7	9	-3	7	2	-17
- COc1ccc(NC(=O)c2ccc(C#N)cc2)cc1NS(=O)(=O)c1ccc(F)cc1
    -1	4	2	-1	-2	-1	8	-3
- O=C(CCN1C(=O)c2ccccc2C1=O)N(CCO)Cc1ccccc1
    0	3	0	5	-5	31	2	-17
- Nc1ccc(N2CCOCC2)c(S(=O)(=O)Nc2ccccc2Cl)c1
    0	-1	1	-7	-7	8	7	-13
- C=CCOc1c(Cl)cc(CNc2ccc(C)c(Cl)c2)cc1OC
    nt	nt	nt	11	1	nt	18	14
- CC(=O)c1sc(NC(=O)COc2ccccc2)nc1C
    -7	-16	-3	-7	-10	-16	6	-11
- Cc1cc(-c2nnc(SCC(=O)Nc3ccccc3C(F)(F)F)o2)c(C)n1-c1ccccc1
    2	5	-1	8	-2	5	15	-17
- CN(CC(=O)NCCc1ccc(S(N)(=O)=O)cc1)CC(=O)Nc1ccccc1Cl
    -1	-9	2	0	3	10	-7	0
